Screens as filed in PubChem BioAssay.
Pf Dd2 inh: blocks in vitro growth of P. falciparum Dd2. Potency, µM (titrated, usually from 28.9 µM), for inactives: at the highest dose activity, negative = inhibition, actives largely listed as inhibitors. P. falciparum Dd2 growth, SYBR Green, 72 h. 120,000 compounds, 4.3% hits; active means well fitted inhibition curve with a large enough effect; inconclusive means small, poorly fitted or top-dose-only effect; inactive means no such curve, though single readings can be large or run the other way;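 further: plate controls were DMSO vehicle for no effect and reference drug for full effect; nearly all actives have a fitted effect of over 65% in size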
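Infected erythrocytes (Dd2, 0.3% parasitemia, 2.5% hematocrit final) are added to compound in RPMI-1640/Albumax II medium, grown 72 h at 37C in low oxygen, then lysed with saponin/Triton-X containing SYBR Green and read by fluorescence.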
* = called active by the depositor; i = inactive; u = inconclusive; [ ] = another dose, or the depositor's remark. Potency means the concentration at half of the fitted maximal effect.

mol | Pf Dd2 inh
O=C(O)C1Cc2nc[nH]c2CN1C(=O)CC1CCS(=O)(=O)CC1 (stereo not drawn) | -7%
COc1ccc(-c2ccccc2NC(=O)C2CCCN(CC=C(C)C)C2)cc1 (stereo not drawn) | 7.9µM*
C=CCNC(=O)N[C@H]1CO[C@H]2[C@@H]1OC[C@@H]2Nc1nccc(-c2cccc(F)c2)n1 | -18%[44.1 µM]
C[C@@H]1CN(C(=O)c2cc(S(N)(=O)=O)ccc2F)CC[C@]1(C)O | -5%
Cc1ccc(S(=O)(=O)C2(C(=O)Nc3ccc(C(C)C)cc3)CC2)cc1 | -7%
Cc1cc(CNC(=O)c2cc(-c3ccccc3F)cc3c2OCCN3C)no1 | i
COc1cncc(NC(=O)C2=NO[C@@H]3CN(Cc4ccccc4)C[C@H]23)c1 | 1%[44.1 µM]
C[C@H]1CCCN1C(=O)c1nnc(COc2ccc(F)c(F)c2)n1-c1cccnc1 | i
Cc1cccc(OCC2(CNCc3ccccn3)C[C@@H](O)[C@@H](O)C2)n1 (stereo partly drawn) | -17%
Cc1ccn2c(C(=O)N3CC[C@@](C)(O)[C@@H](O)C3)nnc2n1 | 8%
O=Cc1ccccc1-c1ccc(F)cc1F | 10%[44.1 µM]
O=C(NCCn1cccn1)C1CCC(=O)N(CCCN2CCOCC2)C1 (stereo not drawn) | 10%

Not a retest: an excerpt of the list.
mol | Pf Dd2 inh
O=Cc1ccccc1-c1ccc(F)cc1F | 10%[44.1 µM]
O=C(NCCn1cccn1)C1CCC(=O)N(CCCN2CCOCC2)C1 (stereo not drawn) | 10%

The listing continues:
mol | Pf Dd2 inh
N#Cc1cccc(CN2C[C@H](O)C[C@H]2c2nc(-c3ccccn3)no2)c1 | 9%[44.1 µM]
COc1ccccc1N1CCN(C2C(=O)c3ccccc3N2C(C)=O)CC1 (stereo not drawn) | i
CCC1Oc2ccc(NC(=O)c3ccccc3)cc2CN(Cc2ccc(OC)cc2)C1=O (stereo not drawn) | -9%
COc1ccc(-c2cc([C@H]3CN4CC[C@H]3C[C@@H]4CNC(=O)NC3CCCCC3)n(C)n2)cc1 | u
Cc1ccc(-c2noc([C@@H]3Cc4nc[nH]c4CN3C(=O)NC3CCCCC3)n2)cc1 | u
CC(C)C(=O)NCC(c1ccc2c(c1)OCO2)N1CCN(c2ccccc2)CC1 (stereo not drawn) | 7%
CC(C)(C)OC(=O)N1CCC(c2c(C(=O)N3CCN(c4ccccn4)CC3)cnn2-c2cccc(F)c2)CC1 | u
Cc1ccc(-n2nc(C)c3c(C(=O)O)cc(C)nc32)cc1 | 5%
COc1cc(OC)cc(C(=O)NC2CCCN(c3cc(-c4ccc(F)cc4)[nH]n3)C2)c1 (stereo not drawn) | -15%
C[C@@H](NC(=O)C1CCOCC1)c1onc(-c2ccc(Cl)cc2)c1C(=O)O | 25%[44.1 µM]
Cc1cccc(NC(=O)CN(C)S(=O)(=O)c2ccc3c(c2)c(=O)n(C)c(=O)n3C)c1 | -19%
CNC(=O)C1CCCN(c2nc3ncccc3o2)C1 (stereo not drawn) | -2%[44.1 µM]
CCN(CCOC)Cc1cn(-c2ccc(F)cc2F)nc1-c1ccccc1C | u
Cc1ccc(Cl)cc1NC(=O)Cn1ncc2c(C)n(Cc3ccccc3F)c(C)c2c1=O | -1%
CCCCOC(=O)c1ccc(NC(=O)c2cc(=O)c3ccccc3o2)cc1 | -4%
COc1ccc(N2CCN(C(=O)Cn3nc(Cc4cccnc4)c4ccccc4c3=O)CC2)cc1 | -4%
Cc1cc(C)cc(C(=O)NCc2nnc3c(-c4nc(C(C)C)no4)cccn23)c1 | u
COc1cccc(C(=O)N2CC(F)(F)C[C@H]2c2nc(C)no2)c1 | 7%
CC(C)C(=O)N1CCC(CC(=O)NCc2ccccc2)C1 (stereo not drawn) | 83%
Cn1c(C(=O)N2CCn3nc(Cc4ccccc4)cc3C2)cc2ccccc21 | u
O=C1NCCCCCCN(Cc2cccc(F)c2)[C@H]2C[C@H](C(=O)N3CCc4ccccc4C3)C[C@@H]12 | 3.5µM*
CO[C@H]1[C@H](NC(=O)c2c(F)cccc2Cl)c2ccccc2C12CCNCC2 | u
Cc1nc(-c2ccc(C(F)(F)F)cc2)cc([C@H]2CN3CC[C@H]2C[C@@H]3CNS(C)(=O)=O)n1 | i
COc1ccc(CN2C(=O)C(NC(=O)c3ccccc3C)(C(F)(F)F)N=C2c2ccccc2)cc1 (stereo not drawn) | u
COc1ccc(CN2CCc3nc(C(=O)NCc4ccncc4)oc3CC2)cc1 | 5%[44.1 µM]
CC1=C(C(=O)Nc2cc(C)ccc2C)C2(CCCCCC2)OC1=O | 16%
CN[C@@H](CC(C)C)C(=O)N[C@H]1C[C@@](O)(C(=O)N[C@H]2CCCNC2=O)C[C@@H](O)[C@@H]1O | 27%[44.1 µM]
COC(=O)c1ccc2nc(CO[C@H]3CN(Cc4ccc(C(F)(F)F)cc4)C[C@H]3F)[nH]c2c1 | -9%
Cn1ccc(C(=O)N2C[C@@H](COc3ccccc3)[C@H](C(N)=O)C2)n1 | 8%
CC(C)N1CCOC(CC(=O)NCc2cc(N3CCOCC3)ncn2)C1 (stereo not drawn) | -7%
O=C(NC1CCCc2c1[nH]c1ccccc21)c1n[nH]c2c1CCC2 (stereo not drawn) | -7%
CC1CCCCN1C(=O)CSc1n[nH]c(-c2ccccc2Cl)n1 (stereo not drawn) | 8%
COc1cc(C(=O)n2nc(-c3ccco3)nc2NCc2ccc(Cl)cc2)cc(OC)c1OC | 30%
CCn1ccnc1CN1CC[C@@H](c2ccc3ccccc3c2)[C@H](O)C1 | -6%
CN1CC2CN(C(=O)c3cccs3)CC(C1)O2 | -14%
COc1ccc(-c2cn3c(n2)N(C(=O)Cc2ccccc2)CCC3)cc1 | i
Cc1nn(C)c(C)c1S(=O)(=O)N1CCC2(CCC(=O)N(Cc3ccccc3)CC2)CC1 | -23%
CCOC(=O)Cc1ccc(NC(=O)N2CC(CC)Oc3ccccc32)cc1 (stereo not drawn) | -15%
O=S(=O)(N[C@H]1CO[C@H]2[C@@H]1OC[C@@H]2n1nnnc1Oc1ccc(-n2ccnc2)cc1)c1cccs1 | -24%
Cc1ccc2c(c1)-c1onc(C(=O)N3CCN(c4cccc(C)c4C)CC3)c1CO2 | 35%[activator]
CCOC(=O)c1ccccc1Nc1cc(C)nc2nc(-c3ccco3)nn12 | 10µM*
CCc1ccc(S(=O)(=O)N2C[C@@H](F)C[C@H]2C(=O)N2CCOCC2)cc1 | -5%
Cc1noc(C)c1CN1CCc2nc(C(=O)Nc3cccc(C(F)(F)F)c3)oc2CC1 | 13µM*
COc1ccc(NC(=O)CN2CCN(Cc3ccccc3)S2(=O)=O)c(OC)c1 | u
COCc1nnc2n1CCC(NC(=O)Cc1c[nH]c3ccccc13)CC2 (stereo not drawn) | i
Cn1c(CO[C@H]2CN(C(=O)C(C)(C)C)C[C@H]2F)nc2ccccc21 | 7%[44.1 µM]
Cc1ccc2cccc(NC(=O)c3cccc4c(Br)cccc34)c2n1 | 2%
O=C(NCCc1csc(-c2cccc(F)c2)n1)C(=O)Nc1cc(F)ccc1F | 12%
Cc1ccc(NC(=O)Nc2ccccc2)c(=O)n1CC(=O)NCCN1CCCCC1 | -8%
O=C(c1cccs1)N1CC[C@@H]2COCCN(Cc3cccnc3)[C@@H]2C1 | i
COC(=O)c1ccc(NC(=O)Nc2nnc(N(C)C3CCCCC3)s2)cc1 | -20%
O=C(Cn1nc(C(F)(F)F)c2c1CCCC2)Nc1ccc(Cl)cc1 | -12%
CCOc1ccccc1CN(CCc1ccc2c(c1)OCO2)Cc1cccc(OC)c1OC | u
O[C@@H]1C[C@@H](c2nc(Cc3ccc(F)cc3Cl)no2)N(Cc2cc3ccccc3o2)C1 | i
Cc1cn2nc(C(=O)Nc3ccc(F)c(C)c3)cc2c(N2CCSCC2)n1 | -28%
Cn1c(=O)c2c(n3c4ccccc4nc13)NC(=O)CC2c1cccc(Cl)c1 (stereo not drawn) | -13%
COc1cc2c(cc1OC)C(COc1ccc3c(C)cc(=O)oc3c1)N(C(=O)CC(C)C)CC2 (stereo not drawn) | 11µM*
CC(C)(C)n1cnc2cccnc21 | 20%[44.1 µM]
CCOC(=O)N1CCC(N[C@@H]2CC[C@@H]2NC(=O)c2cnc3cccnn23)CC1 | -23%
O=C1NCCCCCN(C(=O)CN2CCCC2=O)[C@H]2CCC[C@@H]12 | 23%

More structures.
mol | Pf Dd2 inh
Cc1cc(=O)n(Cc2ccccc2)c2c1c(C)nn2-c1ccccc1 | 7%
CCc1ccc(-n2nc(CO)c(C(=O)NCCc3ccccc3)n2)cc1 | 47%[activator]
COc1cccc(OCc2nc(C(=O)N3CC4C[C@@H]5CC3C[C@H](C4)C5)co2)c1 | 10µM*
COCCN1CC(C(=O)N(C)Cc2sccc2C)CCC1=O (stereo not drawn) | -1%
Cc1c(C(=O)OCC2CCCCC2)[nH]c2c1C(=O)CC(c1ccc(Cl)cc1)C2 (stereo not drawn) | 3%
Cc1ccc(Cl)cc1NC(=O)c1cc(-c2ccc3c(c2)OCCO3)on1 | 35%[activator]
COc1ccccc1-c1ccc(CN2C3CCC2CN(C(C)C)C3)cc1 | u
COc1ccc(Cl)cc1C(=O)NCc1nnc2ccc(-c3ccccc3)nn12 | -15%
NC1CCC(n2cc(C(=O)NCc3cc(-c4cccnc4)no3)nn2)CC1 (stereo not drawn) | -20%
CCOc1ccc(-c2cc3nc(C4CCN(C(=O)OC(C)(C)C)CC4)c(C(=O)Nc4cccc(C(F)(F)F)c4)cn3n2)cc1 | u
O=C(c1ccnc(-c2ccccc2-c2ccccc2)c1)N1CCCC1 | u
c1ccc(CNc2ncc(-c3ccc(N4CCOCC4)cc3)c3c2OCC3)cc1 | u

Laid out differently: results already given
mol: NC1CCC(n2cc(C(=O)NCc3cc(-c4cccnc4)no3)nn2)CC1 (stereo not drawn)
  Pf Dd2 inh: -20%
mol: CCOc1ccc(-c2cc3nc(C4CCN(C(=O)OC(C)(C)C)CC4)c(C(=O)Nc4cccc(C(F)(F)F)c4)cn3n2)cc1
  Pf Dd2 inh: u

Next entries
mol | Pf Dd2 inh
COC(=O)c1ccc(Cl)cc1NC(=O)N(Cc1ccc(OC)cc1)C1CCN(C(C)=O)CC1 | u
O=C(NCc1ccccc1)c1cnc2sc(N3CCCC3)nn2c1=O | 22%
CCOc1ccc(Cc2nc(C3CC(=O)N(C4CCCCC4)C3)no2)cc1 (stereo not drawn) | u
COc1ccc(Cl)cc1NC(=O)Cn1c(=O)n(Cc2nc(C)no2)c(=O)c2ccccc21 | u
CCCCc1nn(CC(=O)N2CCN(c3ccccn3)CC2)c(=O)n1CC | -13%
O=C(Nc1cccc(C(F)(F)F)c1)c1ccc2c(c1)nnn2C1CCCC1 | u
COc1ccc(CNC(=O)C(=O)NCC(c2ccco2)S(=O)(=O)c2cccs2)cc1 (stereo not drawn) | i
CCCCSCc1cc(C(=O)N2C[C@H](OCC)[C@@H](O)C2)oc1C | 4%
Cc1cccc(C(=O)N2CCCCC2CCN2CCCCC2)c1 (stereo not drawn) | u
Clc1ccc(-c2cnc3n2C[C@H](CNC2CCOCC2)OC3)cc1 | -18%[44.1 µM]
COc1ccccc1-c1cn2c(n1)CO[C@@H](CNCc1ccc(F)cc1)C2 | i
CC1CCN(S(=O)(=O)c2nnc(NC(=O)c3ccc(C(C)C)cc3)s2)CC1 | 17%

Part of the list above, set out differently:
> Cc1cn2nc(C(=O)Nc3ccc(F)c(C)c3)cc2c(N2CCSCC2)n1
  Pf Dd2 inh = -28%
> COC(=O)c1ccc(NC(=O)Nc2nnc(N(C)C3CCCCC3)s2)cc1
  Pf Dd2 inh = -20%

The list goes on.
mol | Pf Dd2 inh
COCCN1C(=O)CC[C@]2(C(=O)N3CCC(N4CCCCC4)CC3)CCCC[C@@H]12 | -7%
O=C(C1CCCN(c2nc3ncccc3o2)C1)N1CCCC1 (stereo not drawn) | -4%[44.1 µM]
CCOc1ccc(NC(=O)Cn2c(=O)c(CNc3ccc(OC)cc3)cc3ccc(OC)cc32)cc1 | u
Cc1ccc(Sc2ccc(N3CCCC(C(=O)Nc4ccc(F)c(Cl)c4)C3)nn2)cc1 (stereo not drawn) | u
NC(=O)c1cccnc1N1CCC2(CCCN(Cc3ccccc3F)C2)C1 (stereo not drawn) | -12%
O=C(Cc1ccccc1Cl)N1CC(c2nnc(-c3ccncc3)o2)C2(CCOCC2)C1 (stereo not drawn) | 10%
COc1cccc(CCNC(=O)c2c(O)nc3cc(C)ccn3c2=O)c1 | 7%
CCCCN(CCCNC(=O)c1ccc(Sc2ccc(Cl)cc2)c(NC(C)=O)c1)c1ccccc1 | -9%
COc1ccc(CN2CC[C@H](c3nnc(-c4ccco4)o3)C2)cc1 | i
Cc1ccc(OCCC2CCN(C(=O)c3ccoc3)C2)cc1 (stereo not drawn) | 0%
CCOc1ccc2c(c1)c(=O)c(C(=O)c1ccc(CC)cc1)cn2CC(=O)Nc1ccc2c(c1)OCCO2 | i
Cc1ccc(Cl)cc1NC(=O)C(C)n1nc(-c2ccccc2)ccc1=O (stereo not drawn) | -17%
O[C@@H]1C[C@@H](c2nnc3n2CCN(Cc2cccc(F)c2)C3)N(Cc2ccccc2)C1 | u
COc1ccccc1-c1nnc([C@H]2CCN(Cc3ccccn3)C2)o1 | u
O=C(N1CCN(Cc2ccc(Cl)c(Cl)c2)CC1)C12CNCC1CNC2 (stereo not drawn) | i
CC(C)Cc1cc(CNC(=O)[C@H]2CNC[C@H](C(=O)N3CCCC3)C2)no1 | 16%
CCOc1ccc(C(=O)NCc2nc3cccnc3n2Cc2cccc(OC)c2)cc1 | u

The list is partial, so the mix of outcomes need not match the whole.
